Screening results (PubChem BioAssay)
RAD54 branch = inhibitors of human RAD54 branch migration | Q92698 | RAD54 Holliday junction branch migration, FAM/BHQ fluorescence | inhibition, % at 10.4 µM | 360,000 compounds, 0.14% hits;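 active = mean normalized replicate activity at least 40 and at least half of replicates scoring 40 or more; inconclusive = only one of the two criteria met; inactive = mean below 40 and under half of replicates reaching 40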;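 note: 0% = median of neutral control wells and 100% = median of positive control wells; inhibitors cause a drop in the FAM fluorescence signal; in these data hits start at about 50%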
DENV2 CPE rescue = protects cells from dengue virus 2 cytopathic effect. 350,000 compounds, 1.7% hits. CPE inhibition, % at 9.99 µM. DENV2-infected cells, cytopathic effect rescue, plate reader; in the data active = CPE inhibition above about 20%, passing the limit was not always enough; inconclusive = no clear call, values can overlap the other calls; tested in BHK-21 cells;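 note: 0% = median of neutral control wells and 100% = median of positive control wells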
E-selectin induc = induces E-selectin expression in human endothelial cells; P16581; HUVEC E-selectin immunofluorescence imaging; normalized: neutral wells 0, TNF-alpha wells 100; activation, % at 7.58 µM; 260,000 compounds, 0.37% hits; AID 686992;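 active = mean E-selectin-positive cell signal at least 10% of the positive control, reached in at least 60% of replicates, without over 20% cell loss; inconclusive = no rule given, readout overlaps actives, possibly toxicity-flagged; inactive = the rest, including those meeting only one limit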;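 note: in these data hits start at about 27%; measured in HUVEC primary endothelial cells; signal is the percent of cells scored E-selectin positive by PE staining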
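Test system: HUVEC; input: 3,000 HUVEC/well; measured by: immunofluorescence imaging; read-out: % PE-positive cells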
RAD52 anneal inh = blocks human RAD52 DNA annealing; P43351; recombinant RAD52 DNA annealing, FRET fluorescence; inhibition, % at 18.7 µM; 360,000 compounds, 0.46% hits; AID 651710;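 active = every replicate showing at least 50% inhibition; inconclusive = mean inhibition at least 50% but not in every replicate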
Target sequence (P43351 whole entry, looked up): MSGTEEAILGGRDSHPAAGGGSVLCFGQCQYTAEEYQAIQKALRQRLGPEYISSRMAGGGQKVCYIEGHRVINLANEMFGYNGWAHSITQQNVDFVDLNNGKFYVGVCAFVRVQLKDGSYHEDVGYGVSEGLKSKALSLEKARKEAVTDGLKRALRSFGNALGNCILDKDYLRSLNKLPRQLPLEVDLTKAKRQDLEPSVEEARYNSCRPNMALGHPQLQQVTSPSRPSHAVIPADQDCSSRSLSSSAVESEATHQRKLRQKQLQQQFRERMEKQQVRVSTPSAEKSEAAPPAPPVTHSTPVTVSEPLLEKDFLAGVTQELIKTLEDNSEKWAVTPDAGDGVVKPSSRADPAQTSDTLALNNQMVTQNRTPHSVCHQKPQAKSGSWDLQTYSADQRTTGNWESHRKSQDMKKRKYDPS
Xi reactivation = activators of X-chromosome reactivation in mouse fibroblasts. XiGFP mouse fibroblasts, % GFP-positive cells imaging, 3 d; cells co-treated with 5-aza-dC sensitizer; scaled so ellipticine positive control = 100%. activation, % at 7.58 µM. AID 743238. 360,000 compounds, 0.055% hits;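 active = mean normalized replicate activation at least 10% and every replicate at or above 10%; inconclusive = only one of the two criteria met; inactive = mean below 10% and not all replicates reach 10%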;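 note: 0% = median of on-plate neutral control wells and 100% = ellipticine 6 µM median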
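System: XiGFP fibroblasts, SV40-immortalized. Medium: DMEM plus 5-aza-dC sensitizer. Doses: single point. Timing: 3 d treatment, 15 min room-temperature fixation. Control set: ellipticine 6 µM.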
CFTR F508del cor = correctors of CFTR F508del function in bronchial epithelial cells; CFBE cells, YFP halide quenching; stimulated with forskolin plus potentiator P3; % fluorescence drop versus neutral controls; activity (quench increase), % at 7.58 µM; 350,000 compounds, 0.36% hits; AID 720511;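 active = mean added fluorescence quench of at least 8% versus neutral control, with both replicates also reaching 8%; inconclusive = only one of the mean or replicate conditions met; inactive = mean below 8% and not both replicates reaching 8%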;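 note: cells transiently co-express mutant CFTR-F508del with the halide-sensitive YFP; corrector assay measuring rescue of mutant channel to the surface after 24 h compound exposure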
GSIS activator = GLuc luminescence reporter in INS-1E cells, primary screen for activators of glucose-dependent secretion of insulin. AID 743287. 370,000 compounds, 0.61% hits. INS-1E GLuc reporter insulin secretion, 2-3 h. activation, % at 16.6 µM;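 active = lowest replicate activation of at least 40%, so every replicate reaches that level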;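 note: 0% = median of neutral control wells and 100% = median of IBMX positive control wells; some compounds called inactive have numbers as strong as hits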
CASP6 VEID inh = caspase-6 (human) enzyme inhibition; P55212; purified caspase-6, Z-VEID-R110 cleavage fluorescence; inhibition, % at 12.5 µM; 350,000 compounds, 0.53% hits;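 active = mean inhibition across replicates at least about 35%, with every replicate also reaching that limit, limit read from the data; inconclusive = only one of the two criteria met; inactive = neither criterion met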;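 note: 0% = median of neutral control wells and 100% = no fluorescence left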
Target sequence (P55212 24-179 limits assumed): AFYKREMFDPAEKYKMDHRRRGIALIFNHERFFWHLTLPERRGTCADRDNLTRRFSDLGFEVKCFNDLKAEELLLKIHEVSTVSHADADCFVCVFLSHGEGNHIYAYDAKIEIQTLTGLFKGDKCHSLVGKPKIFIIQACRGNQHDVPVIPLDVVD
Target sequence (P55212 194-293 limits assumed): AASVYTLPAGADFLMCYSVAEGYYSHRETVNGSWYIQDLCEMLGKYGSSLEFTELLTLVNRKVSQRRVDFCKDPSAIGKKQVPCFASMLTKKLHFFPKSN
* hit, by the source's call; ? = inconclusive; · = not tested or not shown.

Fields: CASP6 VEID inh, RAD52 anneal inh, DENV2 CPE rescue, RAD54 branch, E-selectin induc, CFTR F508del cor, Xi reactivation, GSIS activator
CCn1c(N2CCN(C(=S)Nc3ccc(OC)cc3)CC2)nc2ccccc21
 : 16, -13, -1, 1, -0.1, 0.6, 0.2, -27
COc1ccc(C(=O)NCC(=O)OCc2ccc(Cl)cc2Cl)cc1OC
 : 1, -10, 6, -7, ·, 4.0, 0.0, 26
COc1ccc(-n2c(SCC(=O)N/N=C/c3ccccc3OCC(=O)O)nc3ccccc3c2=O)cc1
 : 20, -16, 8, 0, 2.1, 1.5, -0.2, 5
O=P(Cc1cccc2ccccc12)(c1ccccc1)c1ccccc1
 : -3, -41, -6, 0, -1.0, -3.4, -0.1, 22
CCC(=O)N1C[C@@H](C)[C@H](OC)CN(C)C(=O)c2ccc(NC(=O)C3CC3)cc2OC[C@H]1C
 : 4, -3, -2, 5, -0.1, -1.8, -0.2, 12
C[C@H]1CN([C@@H](C)CO)C(=O)c2c(c3ccccc3n2C)-c2ccccc2CO[C@@H]1CN(C)Cc1ccc(-c2ccccc2)cc1
 : 2, -2, 11, ·, -0.8, 1.4, 0.4, -14
COc1ccc(S(=O)(=O)Nc2cccc3c2O[C@H](CN(C)S(=O)(=O)c2ccc(C)cc2)[C@@H](C)CN([C@@H](C)CO)C3=O)cc1
 : ·, ·, ?, -16, 0.0, -2.2, 0.1, -3
c1ccc(N2CCN(c3ccccc3)C2c2ccncc2)cc1
 : 1, -12, -2, 4, ·, -0.7, ·, 10
Cc1occc1-c1nnc(SCC(=O)Nc2ccccn2)o1
 : 4, -8, -2, ·, ·, -3.4, 0.4, -5
CCC(Sc1nc(-c2cccc(OC)c2)c(C#N)c(=O)[nH]1)C(=O)Nc1nnc(C(C)C)s1 (centres undefined)
 : 2, -14, -5, ·, -1.2, 0.4, 0.0, -3
CCCC[C@H]1COCCS(=O)(=O)N1Cc1cccc(F)c1
 : 3, -9, 14, -9, ·, -2.1, 0.0, -16
C[C@@H]1CN([C@@H](C)CO)C(=O)c2cc(NC(=O)Nc3cccc4ccccc34)ccc2O[C@@H]1CN(C)Cc1ccc(C(F)(F)F)cc1
 : -1, 5, -3, -2, 0.0, 1.7, 1.6, -14
O=C(NC(=S)N1CCCC1)c1ccccc1Cl
 : -1, -5, -4, -2, -0.5, -5.9, -0.1, 19
COc1ccc(N2C(=O)C3CCCN3C2c2ccccc2)cc1 (centres undefined)
 : 0, -10, -9, -8, -0.3, 2.8, 0.2, 0
O=C(C[C@H]1CC[C@H]2[C@@H](COC[C@H](O)CN2Cc2ccccc2F)O1)NC1CCC1
 : -2, 3, 2, -5, -0.1, -0.3, 0.1, -1
COc1cc(NC(=S)NCCN2CCOCC2)cc(OC)c1OC
 : -8, -12, -2, ·, ·, -2.1, -0.1, -18
Cc1c(NC(=O)c2cccc(F)c2)c(=O)n(-c2ccccc2)n1C
 : -1, 8, -14, -6, ·, -0.3, ·, 11
O=C1CN(C(=O)COc2ccc(F)cc2Br)c2ccccc2N1
 : -6, -52, ·, -6, 0.0, -0.1, 0.1, -8
C[C@@H]1CCCCO[C@H](CN(C)Cc2ccncc2)[C@H](C)CN([C@@H](C)CO)C(=O)c2cc(NS(=O)(=O)c3cccs3)ccc2O1
 : 1, 6, -2, -1, -0.3, 2.9, 0.2, 1
CC(=O)NCCC(=O)N(Cc1ccccc1)c1nc2c(C)cccc2s1
 : 3, -7, ?, -5, -0.2, 1.1, -0.1, -33
CC1(C)N=C(N)N=C(N)N1c1cccc(C#N)c1
 : -2, -41, -4, ·, 0.0, -5.8, 0.2, 33
S=C(NCCc1ccccc1)N/N=C/c1cccc(Cl)c1Cl
 : 2, -7, -3, ·, -2.4, ·, 0.0, 19
Cc1cccc(S(=O)(=O)N2C[C@H]3[C@@H](c4ccccc42)[C@@H](CO)N3CC2CCCC2)c1
 : 1, -41, -9, -5, -0.1, 7.2, -0.1, -24
CS(=O)(=O)N(CC(=O)N1CCCC1)c1cccc(Cl)c1Cl
 : 3, 0, -1, 3, ·, 0.2, ·, 8
O=C(C[C@@H]1C[C@@H]2c3cc(NC(=O)CC4CC4)ccc3O[C@@H]2[C@@H](CO)O1)NCc1cc(F)ccc1F
 : 0, -5, 17, 5, 0.0, 0.6, 0.5, 5
CN(Cc1nc2ccccc2[nH]1)C(=O)C1CCC(=O)N(CCc2cccc(F)c2)C1 (centres undefined)
 : 0, -10, -8, -4, -0.4, -0.2, 0.1, 12
Cc1cc(C(=O)Nc2cccc3c2O[C@H](CN(C)C(=O)Nc2ccccc2)[C@H](C)CN([C@@H](C)CO)C3=O)n(C)n1
 : 1, 2, -1, -5, 0.0, -0.9, -0.3, 0
CCOc1cc(CNc2ccc(Br)cc2)cc(Br)c1OCC(=O)NC(C)(C)C
 : -3, -16, 5, ·, ·, 5.2, ·, -31
O=C(O)c1ccc2c3c(cccc13)C(=O)N(c1cccc3ccccc13)C2=O
 : 6, -24, -1, ·, ·, 0.9, 0.0, 5
CCCCNC(=O)CCSc1nc2nc(C)cc(C)n2n1
 : 2, -19, ·, ·, ·, -4.1, ·, 0

Reprinted from the part before: three entries, followed by the next part.
Fields: CASP6 VEID inh, RAD52 anneal inh, DENV2 CPE rescue, RAD54 branch, E-selectin induc, CFTR F508del cor, Xi reactivation, GSIS activator
CCOc1cc(CNc2ccc(Br)cc2)cc(Br)c1OCC(=O)NC(C)(C)C
 : -3, -16, 5, ·, ·, 5.2, ·, -31
O=C(O)c1ccc2c3c(cccc13)C(=O)N(c1cccc3ccccc13)C2=O
 : 6, -24, -1, ·, ·, 0.9, 0.0, 5
CCCCNC(=O)CCSc1nc2nc(C)cc(C)n2n1
 : 2, -19, ·, ·, ·, -4.1, ·, 0
O=C(/C=C/c1ccco1)c1ccccc1O
 : 13, -27, 0, ·, 0.4, 2.3, 0.1, -3
COCCNC(=O)c1ccc(N2CC3CC(C2)c2cccc(=O)n2C3)c(NC(=O)c2ccccc2Br)c1 (centres undefined)
 : -1, -6, -5, -8, -0.1, -1.1, 0.1, -7
CNC[C@@H]1Oc2cc(C#CC3(O)CCCC3)ccc2S(=O)(=O)N([C@@H](C)CO)C[C@@H]1C
 : 1, -20, -1, -9, -0.1, -1.0, 0.0, -4
COc1ccc(-n2nc(C(=O)NCC(=O)N3CCN(Cc4ccccc4)CC3)c3ccccc3c2=O)c(OC)c1
 : 2, -7, -1, 0, -0.1, 0.5, 0.1, 14
Cc1ccc(C2OCC3(CO2)COC(c2ccc(C)cc2)OC3)cc1 (centres undefined)
 : 1, -17, 5, ·, -1.1, ·, 0.1, 15
Cc1ccc(SCCNC(=O)/C=C/c2cccc([N+](=O)[O-])c2)cc1
 : 4, 1, -3, -1, ·, ·, 0.2, 28
CCOCCCNC(=O)CSc1nnc(-c2ccc(S(=O)(=O)N3CCCC3)cc2)n1C
 : 2, -2, -5, -11, 0.3, -1.7, 0.6, 26
COCC(=O)Nc1ccc2c(c1)C(=O)N(C)C[C@@H](OC)[C@H](C)CN(CCc1ccccc1)[C@@H](C)CO2
 : 0, -4, -16, -7, 0.1, -0.8, 0.0, -3
Cc1ccc(C(=O)N/C(=C\c2ccc(-c3ccc([N+](=O)[O-])cc3)o2)C(=O)NC2CCS(=O)(=O)C2)cc1 (centres undefined)
 : 2, -72, -4, ·, -1.3, ·, 0.3, 3
Cc1ccc2nc(Cl)c3cc(C(=O)N(CCN(C)C)Cc4ccco4)sc3c2c1
 : -23, -12, 0, ·, 0.0, 1.2, -0.1, -21
Cc1ccc2nc(-c3ccc(Cl)cc3)c(Cc3cccc(F)c3)n2c1
 : 3, -68, -7, ·, 0.3, 3.3, -0.1, -22
CCCCN1C(=O)C(CC(=O)NCCCCc2ccccc2)CC(C(=O)N(C)C)=C1C (centres undefined)
 : 2, 3, -2, 12, 0.1, -0.1, 0.1, -4
C[C@@H]1CN([C@@H](C)CO)S(=O)(=O)c2ccc(C#Cc3ccncc3)cc2O[C@H]1CN(C)C(=O)C1CCOCC1
 : 0, -2, 6, 6, 0.2, 0.1, 0.0, 1
N#Cc1ccc(CSc2ccc(S(=O)(=O)N3CCCC3)cn2)cc1
 : 4, -2, 5, -5, -0.4, 3.7, -0.1, -6
O=C(C[C@H]1CC[C@H]2[C@@H](COC[C@@H](O)CN2C(=O)c2cccnc2)O1)NC1Cc2ccccc2C1
 : 1, -1, -2, -2, -0.1, 2.1, 0.0, 3
CCC(=O)N1CC[C@@H]2[C@@H](CO)N(C)c3ccc(-c4ccccc4)cc3[C@@H]21
 : -5, -2, 4, -10, -0.2, 3.0, 0.1, 7
COc1ccc(NC(=O)CSc2nnc3ccc(-c4cccnc4)nn23)cc1OC
 : -9, 0, 0, 0, 4.2, 0.6, 0.3, 11
N/C(=N\OC(=O)CC1CCCCC1)c1ccc(Br)cc1
 : 1, -13, -6, -16, -0.3, -3.0, -0.1, 10
O=C(N[C@@H]1CC[C@H](CCNS(=O)(=O)c2cccc(Cl)c2)O[C@H]1CO)c1ccncc1
 : -4, -8, -1, -12, -0.3, 0.0, 0.0, -2
Cc1ccc(S(=O)(=O)N[C@@H]2CC[C@H](CCNC(=O)C3CC3)O[C@@H]2CO)cc1
 : 0, 16, 2, 2, -0.1, 1.3, 0.3, 6
Cc1c(C)n(O)c2ccc3nonc3c12
 : 3, -36, -4, 6, 3.0, -1.4, 0.0, -20
CCOC(=O)C1CCCN(C(=O)c2ccncc2)CC1 (centres undefined)
 : -1, -2, 4, -12, 0.4, 1.0, 0.2, -1

Part of the list above in order of formula weight, high to low:
Fields: CASP6 VEID inh, RAD52 anneal inh, DENV2 CPE rescue, RAD54 branch, E-selectin induc, CFTR F508del cor, Xi reactivation, GSIS activator
COc1ccc(-n2nc(C(=O)NCC(=O)N3CCN(Cc4ccccc4)CC3)c3ccccc3c2=O)c(OC)c1
 : 2, -7, -1, 0, -0.1, 0.5, 0.1, 14
COCC(=O)Nc1ccc2c(c1)C(=O)N(C)C[C@@H](OC)[C@H](C)CN(CCc1ccccc1)[C@@H](C)CO2
 : 0, -4, -16, -7, 0.1, -0.8, 0.0, -3
Cc1c(C)n(O)c2ccc3nonc3c12
 : 3, -36, -4, 6, 3.0, -1.4, 0.0, -20

Some of the entries so far, with each value named.
> CCOCCCNC(=O)CSc1nnc(-c2ccc(S(=O)(=O)N3CCCC3)cc2)n1C
  CASP6 VEID inh = 2 | RAD52 anneal inh = -2 | DENV2 CPE rescue = -5 | RAD54 branch = -11 | E-selectin induc = 0.3 | CFTR F508del cor = -1.7 | Xi reactivation = 0.6 | GSIS activator = 26
> COCC(=O)Nc1ccc2c(c1)C(=O)N(C)C[C@@H](OC)[C@H](C)CN(CCc1ccccc1)[C@@H](C)CO2
  CASP6 VEID inh = 0 | RAD52 anneal inh = -4 | DENV2 CPE rescue = -16 | RAD54 branch = -7 | E-selectin induc = 0.1 | CFTR F508del cor = -0.8 | Xi reactivation = 0.0 | GSIS activator = -3
> Cc1ccc(C(=O)N/C(=C\c2ccc(-c3ccc([N+](=O)[O-])cc3)o2)C(=O)NC2CCS(=O)(=O)C2)cc1 (centres undefined)
  CASP6 VEID inh = 2 | RAD52 anneal inh = -72 | DENV2 CPE rescue = -4 | RAD54 branch = · | E-selectin induc = -1.3 | CFTR F508del cor = · | Xi reactivation = 0.3 | GSIS activator = 3

Random draw from the library, and some 3.7% of all compounds hit somewhere here.
